SMARCA2 act: activators of SMARCA2 function; MG213 cells, MMTV-luciferase reporter, dexamethasone, overnight; activation, % at 9.1 µM; actives 1% (n = 370,000); AID 652017; in the data active = activation above about 7.8%;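 also: 0% = vehicle wells and 100% = reference activator wells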
HGIII-sPLA2 inh: Blocks human group III sPLA2 activity; Q9NZ20; QFRET BODIPY PC-A2 liposome hydrolysis, fluorescence; inhibition, % at 12.2 µM; actives 0.56% (n = 370,000);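 active = inhibition above mean plus 3 SD of compounds lying within the high and low control bounds, cut at about 19% in these data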;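 also: 0% = median of test compound wells and 100% = no enzyme DMSO wells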
DAX1 inh-1: inhibits human nuclear receptor DAX1; HEK293 Gal4-DAX1 luciferase reporter, luminescence; AID 504766; inhibition, % at 6.75 µM; actives 0.99% (n = 340,000);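 active = inhibition above the mean over all tested compounds plus 3 SD, cut at about 4.2% in these data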;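 also: 0% = DAX1-transfected cells with DMSO and 100% = empty-vector control cells with DMSO; inhibition shows as a rise in luminescence from relieved DAX1 repression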
DAX1 inh-2: inhibitors of DAX1 repression of SF-1 activated StAR promoter. HEK293T StAR-luciferase reporter, SF-1/DAX-1 repression relief. inhibition, % at 6.8 µM. actives 1.1% (n = 370,000). AID 652010;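 active = inhibition above the mean over all tested compounds plus 3 SD, cut at about 3.6% in these data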;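 also: 0% = DAX-1 cells with DMSO and 100% = cells lacking DAX-1 with DMSO; higher inhibition means more luminescence from relief of DAX-1 repression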
GC-B act: GC-B (human) receptor activation. actives 0.11% (n = 370,000). activation, % at 10 µM. P20594. HEK293-GC-B cells, CNP EC30, cGMP TR-FRET; 0% at EC30 CNP, 100% saturating CNP;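 active = activation at 10 µM reaching about 35% in either raw or pattern-adjusted values, limit read from the data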
GC-A act: GC-A (human) enzyme activation; P16066; HEK293 GC-A cells, cGMP TR-FRET, EC30 ANP; 0% at EC30 ANP, 100% saturating ANP; activation, % at 10 µM; actives 0.14% (n = 370,000); AID 1671463; in the data active = activation above about 40%
Target sequence (P16066 whole entry, looked up): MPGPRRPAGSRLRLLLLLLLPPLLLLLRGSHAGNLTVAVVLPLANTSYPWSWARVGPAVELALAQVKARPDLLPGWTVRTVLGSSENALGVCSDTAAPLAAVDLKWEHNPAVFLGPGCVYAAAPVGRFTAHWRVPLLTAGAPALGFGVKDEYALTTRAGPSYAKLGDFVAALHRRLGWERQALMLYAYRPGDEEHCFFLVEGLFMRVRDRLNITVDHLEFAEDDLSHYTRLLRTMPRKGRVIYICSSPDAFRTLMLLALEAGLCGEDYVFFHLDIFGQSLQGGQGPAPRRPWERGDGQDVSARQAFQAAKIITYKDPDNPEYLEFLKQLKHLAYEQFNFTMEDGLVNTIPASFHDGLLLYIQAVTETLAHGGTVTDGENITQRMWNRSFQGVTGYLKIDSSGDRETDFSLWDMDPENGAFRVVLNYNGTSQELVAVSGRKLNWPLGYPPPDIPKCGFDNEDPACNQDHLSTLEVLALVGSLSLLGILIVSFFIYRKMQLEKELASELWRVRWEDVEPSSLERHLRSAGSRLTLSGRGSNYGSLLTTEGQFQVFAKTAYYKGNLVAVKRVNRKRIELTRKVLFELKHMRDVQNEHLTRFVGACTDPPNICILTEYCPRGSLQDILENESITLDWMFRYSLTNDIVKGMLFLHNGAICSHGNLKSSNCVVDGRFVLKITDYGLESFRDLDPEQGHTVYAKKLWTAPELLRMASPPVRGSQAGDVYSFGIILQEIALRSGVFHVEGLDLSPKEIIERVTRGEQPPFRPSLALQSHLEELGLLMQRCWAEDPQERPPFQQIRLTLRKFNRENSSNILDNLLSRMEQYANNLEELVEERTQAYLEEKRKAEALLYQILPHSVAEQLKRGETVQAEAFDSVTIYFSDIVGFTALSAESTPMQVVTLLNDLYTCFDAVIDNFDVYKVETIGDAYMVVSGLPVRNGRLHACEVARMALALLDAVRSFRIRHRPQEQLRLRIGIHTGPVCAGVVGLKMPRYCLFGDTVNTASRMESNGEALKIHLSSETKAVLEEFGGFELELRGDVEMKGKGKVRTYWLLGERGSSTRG
ADAM10 inh: inhibitors of human ADAM10. O14672. actives 0.62% (n = 370,000). inhibition, % at 7 µM. AID 720582. recombinant ADAM10, EDANS/DABCYL FRET peptide cleavage, 3 h;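 active = inhibition above a per-campaign cutoff equal to the mean of compounds falling between control-based bounds plus 3 SD, cut at about 20% in these data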;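 also: 0% = DMSO wells while the 100% control is not disclosed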
hcDAF-12 act: activates DAF-12 receptor from parasite H. contortus | HEK293 hcDAF-12 lit1-tk-luc reporter, luminescence; 0% DMSO, 100% Δ7-dafachronic acid | activation, % at 6.8 µM | actives 1.4% (n = 370,000) | AID 652067;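 active = activation above the mean of all tested compounds plus 3 SD, cut at about 5.5% in these data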;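 also: 100% = response to 3 µM Δ7-dafachronic acid high control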
ssDAF12 agonist: activators of S. stercoralis DAF-12 nuclear receptor. HEK293 ssDAF-12/GRIP1 lit1-tk-luc reporter, luminescence; % of 3 µM dafachronic acid response. activation, % at 6.8 µM. actives 1% (n = 370,000). AID 652126;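 active = activation above the mean over all tested compounds plus 3 SD, cut at about 0.9% in these data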;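 also: 0% = DMSO-only wells and 100% = 3 µM delta7-dafachronic acid wells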
FXN GAA850 act: frataxin GAA850 promoter activation | actives 0.56% (n = 360,000) | HEK293 lucGAA850 FXN promoter luciferase reporter, 24 h; percent of 10 µM SAHA response | activation, % at 6 µM;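 active = activation above the average of all compounds screened plus 3 SD, cutoff fixed separately per campaign, cut at about 7.5% in these data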;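 also: 0% = DMSO wells and 100% = 10 µM SAHA wells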
hgDAF-12 ag: agonists of H. glycines DAF-12 nuclear receptor. activation, % at 6.8 µM. HEK293 GAL4-hgDAF12 UAS-luciferase reporter, agonist luminescence; normalized to butyrate control. actives 1.8% (n = 370,000). AID 687014;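 active = activation above a cutoff set at the mean of all screened compounds plus 3 SD, cut at about 10% in these data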;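 also: 0% = DMSO wells and 100% = sodium butyrate wells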
Numbers without * were called inactive.

FC(F)(F)c1ccc(Cl)c(NC(=S)N/N=C/c2ccccc2Cl)c1 was read as SMARCA2 act -1.6, HGIII-sPLA2 inh -3.5, DAX1 inh-2 -0.1, GC-B act 3.5, GC-A act 0.8, ADAM10 inh 5.8, hcDAF-12 act 1.8, ssDAF12 agonist 0.4, FXN GAA850 act -0.9 and hgDAF-12 ag 4.2.
For Cc1c(Cl)cnc(NC(=O)COC(=O)c2cccc(S(=O)(=O)N3CCOCC3)c2)c1Cl the results were SMARCA2 act -1.0, HGIII-sPLA2 inh 1.9, DAX1 inh-1 0.3, DAX1 inh-2 0.3, GC-B act 1.3, GC-A act 3.0, ADAM10 inh -3.7, hcDAF-12 act -0.8, ssDAF12 agonist -0.9, FXN GAA850 act -0.2 and hgDAF-12 ag -1.6.
Cc1ccccc1NC(=O)C1CC(=O)OC12CCOC(C)(C)C2 (centres undefined) was read as SMARCA2 act -2.3, HGIII-sPLA2 inh 1.7, DAX1 inh-1 -1.0, DAX1 inh-2 -0.3, GC-B act 4.4, GC-A act -0.8, ADAM10 inh -2.0, hcDAF-12 act 1.1, ssDAF12 agonist -2.4, FXN GAA850 act -0.2 and hgDAF-12 ag -3.0.
For CC(C)(C)c1ccc(NC(=O)COC(=O)c2ccc(NS(=O)(=O)c3ccc(F)c(F)c3)cc2)cc1 the results were SMARCA2 act -2.6, HGIII-sPLA2 inh -111.4, DAX1 inh-1 1.2, DAX1 inh-2 0.0, GC-B act 1.8, GC-A act -2.0, ADAM10 inh 14.2, hcDAF-12 act -1.0, ssDAF12 agonist -0.6, FXN GAA850 act 3.2 and hgDAF-12 ag 1.2.
For CCCOc1ccc(C(=O)NC2CCSc3ccccc32)cc1 (centres undefined) the results were SMARCA2 act -1.4, HGIII-sPLA2 inh 2.2, DAX1 inh-1 1.9, DAX1 inh-2 -0.3, GC-B act -4.0, GC-A act 3.0, ADAM10 inh -1.5, hcDAF-12 act -0.8, ssDAF12 agonist -1.5, FXN GAA850 act 0.3 and hgDAF-12 ag 6.3.
Cc1ccc(S(=O)(=O)N2c3ccccc3OCC2C(C)(C)C)cc1 (centres undefined) was read as SMARCA2 act -3.9, HGIII-sPLA2 inh 2.0, DAX1 inh-1 -0.5, DAX1 inh-2 0.0, GC-B act -3.6, GC-A act -4.5, ADAM10 inh 7.4, hcDAF-12 act -1.6, ssDAF12 agonist -1.1, FXN GAA850 act 1.9 and hgDAF-12 ag -2.6.
`O=C(CCCCCNC(=O)N1CCn2c1nc1ccccc12)N[C@H](Cc1ccccc1)C(=O)O` gave SMARCA2 act -0.1, HGIII-sPLA2 inh 5.3, DAX1 inh-1 0.7, DAX1 inh-2 1.6, GC-B act -3.4, GC-A act -4.6, ADAM10 inh -10.1, hcDAF-12 act -1.0, ssDAF12 agonist 0.1, FXN GAA850 act 1.1 and hgDAF-12 ag -3.7.
For COc1cccc(/C=N/n2cnnc2)c1OCc1ccccc1 the results were SMARCA2 act -2.7, HGIII-sPLA2 inh 3.9, DAX1 inh-1 -0.1, DAX1 inh-2 -0.8, GC-B act -1.6, GC-A act -3.2, ADAM10 inh -29.5, hcDAF-12 act -2.6, ssDAF12 agonist -1.7, FXN GAA850 act 1.7 and hgDAF-12 ag -1.5.
COc1cc(OC)c(OC)cc1/C=N/NC(=O)CCc1c(C)n[nH]c1C was read as SMARCA2 act -1.3, HGIII-sPLA2 inh 0.5, DAX1 inh-1 -1.8, DAX1 inh-2 -0.9, GC-B act 1.9, GC-A act -1.4, ADAM10 inh -287.3, hcDAF-12 act -1.6, ssDAF12 agonist -0.1, FXN GAA850 act 0.5 and hgDAF-12 ag -1.3.
Screening CCCC(=O)NC(=S)Nc1ccc(S(=O)(=O)N2CCc3ccccc32)cc1 returned SMARCA2 act -3.7, HGIII-sPLA2 inh -1.7, DAX1 inh-2 -1.2, GC-B act 1.9, GC-A act -1.0, ADAM10 inh 11.3, hcDAF-12 act -3.4, ssDAF12 agonist -1.8, FXN GAA850 act 0.1 and hgDAF-12 ag -4.1.
Nc1nc2ccc(Br)cc2o1 was read as SMARCA2 act -1.6, HGIII-sPLA2 inh 0.1, DAX1 inh-1 0.8, DAX1 inh-2 0.6, GC-B act 2.2, GC-A act 1.7, ADAM10 inh -8.0, hcDAF-12 act 1.9, ssDAF12 agonist -1.0, FXN GAA850 act -0.3 and hgDAF-12 ag 3.9.
Screening Nc1nc(-c2c[nH]c3ccccc23)cs1 returned SMARCA2 act 3.8, HGIII-sPLA2 inh 10.4, DAX1 inh-1 -0.4, DAX1 inh-2 0.2, GC-B act 3.3, GC-A act -2.3, ADAM10 inh -5.9, hcDAF-12 act 0.9, ssDAF12 agonist 1.8*, FXN GAA850 act -0.6 and hgDAF-12 ag 2.0.
`Cc1ccccc1NC(NC(=O)OCCn1c([N+](=O)[O-])cnc1C)C(Cl)(Cl)Cl` (centres undefined) gave SMARCA2 act -0.3, HGIII-sPLA2 inh 0.2, DAX1 inh-1 -1.0, DAX1 inh-2 0.0, GC-B act -13.9, GC-A act -13.0, ADAM10 inh 2.7, hcDAF-12 act -1.3, ssDAF12 agonist -0.6, FXN GAA850 act 1.1 and hgDAF-12 ag 3.4.
For Cn1cc([N+](=O)[O-])c(C(=O)NCC(=O)O)n1 the results were SMARCA2 act 1.0, HGIII-sPLA2 inh 1.1, DAX1 inh-1 2.2, DAX1 inh-2 -0.6, GC-B act 4.2, GC-A act 1.9, ADAM10 inh 1.4, hcDAF-12 act 0.0, ssDAF12 agonist -1.1, FXN GAA850 act 2.3 and hgDAF-12 ag -1.9.
`Cc1oc(C(C)(C)C)cc1C(=O)NC(Cc1ccccc1)C(=O)O` (centres undefined) gave SMARCA2 act -2.4, HGIII-sPLA2 inh -2.9, DAX1 inh-1 2.0, DAX1 inh-2 0.3, GC-B act 0.2, GC-A act 2.2, ADAM10 inh 1.3, hcDAF-12 act 2.2, ssDAF12 agonist -0.9, FXN GAA850 act 1.5 and hgDAF-12 ag -0.3.
Cc1cccc(C)c1NC(=O)N1CCC(n2c(=O)[nH]c3ccccc32)CC1 was read as SMARCA2 act -0.7, HGIII-sPLA2 inh -1.3, DAX1 inh-1 -0.2, DAX1 inh-2 0.2, GC-B act -4.5, GC-A act 0.2, ADAM10 inh -14.5, hcDAF-12 act -1.4, ssDAF12 agonist -1.5, FXN GAA850 act -0.8 and hgDAF-12 ag -0.5.
For CC[C@]12c3[nH]c4ccccc4c3CCN1C(=O)C(CC(=O)NCCC1=CCCCC1)C[C@@H]2C(=O)N1CCN(C(=O)c2ccco2)CC1 (some centres undefined) the results were SMARCA2 act -2.0, HGIII-sPLA2 inh -8.9, DAX1 inh-1 -1.0, DAX1 inh-2 -0.9, GC-B act -2.3, GC-A act -2.6, ADAM10 inh -4.8, hcDAF-12 act -1.1, ssDAF12 agonist -1.1, FXN GAA850 act -7.8 and hgDAF-12 ag -3.2.
CNc1nnc(-c2cccc(N(C)C)c2)s1 was read as SMARCA2 act 1.4, HGIII-sPLA2 inh -2.6, DAX1 inh-1 1.5, DAX1 inh-2 0.2, GC-B act 2.3, GC-A act -4.0, ADAM10 inh -131.8, hcDAF-12 act 3.1, ssDAF12 agonist -0.6, FXN GAA850 act 1.4 and hgDAF-12 ag 4.1.
For COc1ccc(C(=O)Nc2nnc(C3=COCCO3)o2)cc1OC the results were SMARCA2 act -1.1, HGIII-sPLA2 inh 2.1, DAX1 inh-1 0.0, DAX1 inh-2 2.1, GC-B act 1.2, GC-A act 1.9, ADAM10 inh -4.6, hcDAF-12 act -0.7, ssDAF12 agonist -1.3, FXN GAA850 act -1.3 and hgDAF-12 ag 1.3.
For COC(=O)[C@]12C[C@H](CC(=O)NCCC(C)C)C(=O)N(Cc3cccc4ccccc34)C1=C[C@H](COCc1ccccc1)O[C@@H]2C the results were SMARCA2 act -3.3, HGIII-sPLA2 inh -18.9, DAX1 inh-2 -0.5, GC-B act 2.8, GC-A act -1.2, ADAM10 inh 9.4, hcDAF-12 act -1.6, ssDAF12 agonist -1.0 and hgDAF-12 ag -1.3.

Pulled by compound from the list above, two records:
For Cc1c(Cl)cnc(NC(=O)COC(=O)c2cccc(S(=O)(=O)N3CCOCC3)c2)c1Cl the results were SMARCA2 act -1.0, HGIII-sPLA2 inh 1.9, DAX1 inh-1 0.3, DAX1 inh-2 0.3, GC-B act 1.3, GC-A act 3.0, ADAM10 inh -3.7, hcDAF-12 act -0.8, ssDAF12 agonist -0.9, FXN GAA850 act -0.2 and hgDAF-12 ag -1.6.
Cc1ccccc1NC(=O)C1CC(=O)OC12CCOC(C)(C)C2 (centres undefined) was read as SMARCA2 act -2.3, HGIII-sPLA2 inh 1.7, DAX1 inh-1 -1.0, DAX1 inh-2 -0.3, GC-B act 4.4, GC-A act -0.8, ADAM10 inh -2.0, hcDAF-12 act 1.1, ssDAF12 agonist -2.4, FXN GAA850 act -0.2 and hgDAF-12 ag -3.0.

Other results.
`O=C(Nc1ccccc1)N(C1=NCCCCS1)c1cccc2ccccc12` gave SMARCA2 act -2.4, HGIII-sPLA2 inh -1.6, DAX1 inh-1 0.1, DAX1 inh-2 -0.2, GC-B act -7.2, GC-A act 4.0, ADAM10 inh -21.8, hcDAF-12 act 1.5, ssDAF12 agonist 0.2, FXN GAA850 act 2.4 and hgDAF-12 ag 2.5.
CC(=O)Nc1ccc(NC(=O)C(C)Oc2ccccc2C(=O)NCc2ccccc2)cc1 (centres undefined) was read as SMARCA2 act -3.9, HGIII-sPLA2 inh 6.2, DAX1 inh-1 0.2, DAX1 inh-2 0.4, GC-B act 1.4, GC-A act 11.2, ADAM10 inh -14.8, hcDAF-12 act -1.5, ssDAF12 agonist -1.1, FXN GAA850 act 0.8 and hgDAF-12 ag -0.2.
Screening CN(C)/C=C(/C(=O)c1ccccc1)n1cncn1 returned SMARCA2 act -2.8, HGIII-sPLA2 inh 1.3, DAX1 inh-1 0.3, DAX1 inh-2 -0.6, GC-B act 0.4, GC-A act 0.4, ADAM10 inh 4.0, hcDAF-12 act 0.0, ssDAF12 agonist -0.8, FXN GAA850 act 0.5 and hgDAF-12 ag 2.0.
`COc1cc(/C=C2\N=C3CCCCCN3C2=O)ccc1O` gave SMARCA2 act -2.7, HGIII-sPLA2 inh -18.8, DAX1 inh-1 1.1, DAX1 inh-2 1.9, GC-B act -7.8, GC-A act -0.7, ADAM10 inh -13.8, hcDAF-12 act 2.4, ssDAF12 agonist -0.2, FXN GAA850 act 3.1 and hgDAF-12 ag 6.8.
N#Cc1cccc(NC(=O)c2cc(C3CCCCN3C(=O)c3ccccn3)on2)c1 (centres undefined) was read as SMARCA2 act -0.1, HGIII-sPLA2 inh 2.5, DAX1 inh-2 -1.7, GC-B act 0.0, GC-A act 3.2, ADAM10 inh -5.2, hcDAF-12 act -2.2, ssDAF12 agonist -1.3, FXN GAA850 act 0.0 and hgDAF-12 ag -1.1.
`CCOc1ccc(OCC)c(NC(=O)C2CCN(c3cnccn3)CC2)c1` gave SMARCA2 act 1.8, HGIII-sPLA2 inh 5.7, DAX1 inh-1 0.0, DAX1 inh-2 0.0, GC-B act -3.5, GC-A act 0.1, ADAM10 inh -24.1, hcDAF-12 act -2.8, ssDAF12 agonist -1.3, FXN GAA850 act -0.6 and hgDAF-12 ag 0.8.

Screens from PubChem BioAssay.
